# Compound activity: PubChem, several laboratories
# STAT1 activator – STAT1 signaling activation; NIH 3T3 STAT1-luciferase reporter, IFN-gamma, luminescence; 100% = IFN-gamma alone, no compound; activation (% of control), % at 5.5 µM; 200,000 tested, 2.6% active; AID 932;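 active = activation above the screen-wide mean activation plus 3 SD, cut at about 130% in these data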;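 also: raw ratio to IFN-gamma control signal so 100% means no change and 0% no light; values of inactives mirror those of a sister screen read the other way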
# TLR4 MyD88 comp – inhibitors of human TLR4-MyD88 binding | HeLa CL3-4 TLR4/MyD88 BLA complementation, FRET ratio | inhibition, % at 8.4 µM | 200,000 tested, 0.18% active | AID 861; in the data active = inhibition above about 25%;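 also: 0% = vehicle and 100% = reference inhibitor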
# Target sequence (O00206 whole entry, looked up): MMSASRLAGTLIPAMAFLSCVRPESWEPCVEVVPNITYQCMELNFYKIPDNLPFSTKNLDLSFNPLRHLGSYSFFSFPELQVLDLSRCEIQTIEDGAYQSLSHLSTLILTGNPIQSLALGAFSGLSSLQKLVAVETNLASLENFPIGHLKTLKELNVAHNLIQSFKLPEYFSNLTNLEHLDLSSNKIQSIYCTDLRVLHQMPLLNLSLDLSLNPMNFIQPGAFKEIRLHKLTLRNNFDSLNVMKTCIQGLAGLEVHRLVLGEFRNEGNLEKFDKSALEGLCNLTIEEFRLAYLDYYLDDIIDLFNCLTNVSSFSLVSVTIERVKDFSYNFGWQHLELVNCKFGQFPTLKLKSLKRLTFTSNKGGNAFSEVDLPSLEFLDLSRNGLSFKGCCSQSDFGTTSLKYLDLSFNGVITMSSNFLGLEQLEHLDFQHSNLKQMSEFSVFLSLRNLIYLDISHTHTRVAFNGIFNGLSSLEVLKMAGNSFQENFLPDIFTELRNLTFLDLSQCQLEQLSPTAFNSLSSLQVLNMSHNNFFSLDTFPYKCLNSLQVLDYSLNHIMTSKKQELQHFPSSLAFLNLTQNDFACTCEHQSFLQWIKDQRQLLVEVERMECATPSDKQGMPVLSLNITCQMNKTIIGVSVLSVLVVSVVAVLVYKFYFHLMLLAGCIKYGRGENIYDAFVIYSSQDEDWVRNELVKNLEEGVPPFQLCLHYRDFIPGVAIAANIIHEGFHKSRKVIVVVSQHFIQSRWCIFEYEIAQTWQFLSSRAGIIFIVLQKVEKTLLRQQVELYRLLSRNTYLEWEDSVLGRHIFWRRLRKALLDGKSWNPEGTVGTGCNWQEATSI
# Target sequence (Q99836 whole entry, looked up): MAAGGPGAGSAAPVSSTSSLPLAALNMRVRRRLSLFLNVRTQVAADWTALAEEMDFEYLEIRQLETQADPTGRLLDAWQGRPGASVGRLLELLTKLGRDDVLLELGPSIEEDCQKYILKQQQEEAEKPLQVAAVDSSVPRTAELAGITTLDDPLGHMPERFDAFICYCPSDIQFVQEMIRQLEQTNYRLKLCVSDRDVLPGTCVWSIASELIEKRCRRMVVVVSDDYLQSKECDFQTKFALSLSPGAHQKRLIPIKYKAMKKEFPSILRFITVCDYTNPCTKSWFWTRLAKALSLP
# STAT3 inh – STAT3 signaling inhibition. U3A cells, IL-6 STAT3-luciferase reporter, luminescence; host cell line lacks STAT1. 190,000 tested, 0.89% active. AID 862. inhibition, % at 5.5 µM;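 active = inhibition above the mean inhibition across all screened compounds plus 3 SD, cut at about 44% in these data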;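 also: 0% = DMSO only wells and 100% = 100 µM nifuroxazide control wells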
# Hsp70 activator – Hsp70 transcriptional activation, primary screen; HeLa Hsp70 promoter luciferase reporter, luminescence; scaled: vehicle 0, proteasome-inhibitor control 100%; activation, % at 10 µM; 200,000 tested, 0.04% active; AID 1203;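 active = activation above the mean across all tested compounds plus 3 SD, cutoff set per campaign, cut at about 5.5% in these data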;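 also: 100% = MG132 at 30 µM as the positive control and 0% = DMSO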
# STAT3 act – STAT3 signaling activation. U3A cells, IL-6 STAT3-luciferase reporter, luminescence; 100% = signal with IL-6 EC80 alone. activation (% of control), % at 5.6 µM. 190,000 tested, 0.91% active. AID 871;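 active = activation above the screen-wide mean of compound activation plus 3 SD, cut at about 130% in these data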;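 also: 0% = background luminescence of wells with medium and substrate only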
#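 System – human U3A cells carrying STAT3-luciferase construct · Probe or stimulus – Interleukin-6, 33 ng/mL · Schedule – compound 1 h, then IL-6 6 h at 37 °C · Signal – luminescence from STAT3-driven luciferase reporter · Evaluation – percent of IL-6-only median luminescence · Benchmarks – IL-6-only high control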
# DTT redox prof – compounds producing H2O2 with reducing agent – biochemical, NIH compound library profiling, artefact control for MLSCN library redox annotation, primary screen; DTT-dependent redox cycling H2O2, phenol red/HRP absorbance; 100% = 100 µM peroxide control, 0% = buffer; activation, % at 10 µM; 200,000 tested, 0.03% active;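 active = activation of at least 50% relative to the plate's high and low controls in the primary single-dose screen; inactive = activation below 50%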;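 also: compound incubated with DTT at 0.8 mM final as the reducing agent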
# STAT1 blocker – inhibitors of IFN-gamma induced STAT1 signaling; 200,000 tested, 0.35% active; inhibition, % at 5.5 µM; NIH 3T3 STAT1-luciferase reporter, luminescence;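 active = inhibition above a set limit, the mean inhibition across all tested compounds plus 3 SD, cut at about 34% in these data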;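 also: 0% = IFN-gamma with DMSO and 100% = IFN-gamma with 300 µM nifuroxazide; values of inactives mirror those of a sister screen read the other way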
# APP 5'UTR act – APP 5'UTR luciferase reporter activation; SH-SY5Y APP 5'UTR luciferase reporter, luminescence; zero percent = DMSO vehicle wells; 190,000 tested, 1% active; activation, % at 2 µM; AID 1276;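 active = activation above a set limit, based on mean plus 3 SD of controls, cut at about 140% in these data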; also: values of inactives mirror those of a sister screen read the other way
# NF-kB neuron act – compounds increasing NF-kB expression in human neuronal cells; NF-kB reporter expression; hits give high values; 190,000 tested, 1.6% active; AID 1239; fold change at 12.5 µM; in the data active = fold change above about 3.3
# HMGR II inh – E. faecalis class II HMG-CoA reductase inhibition. purified E. faecalis HMGR, NADPH absorbance 340 nm kinetic. inhibition, % at 10 µM. 190,000 tested, 0.41% active. AID 1066;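 active = inhibition above a set limit, the median over all tested compounds plus 3 SD, cut at about 9.5% in these data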;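 also: enzyme runs in reverse so mevalonate oxidation gives rising NADPH absorbance; 0% = complete reaction with DMSO and 100% = background rate lacking mevalonate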
# * hit, by the source's call; · = not tested or not shown.
molecule	STAT1 blocker	STAT3 act	DTT redox prof	Hsp70 activator	HMGR II inh	STAT1 activator	APP 5'UTR act	TLR4 MyD88 comp	STAT3 inh	NF-kB neuron act
Cc1cc(C(=O)Nc2nc(-c3ccccn3)cs2)ccc1[N+](=O)[O-]	4	100	-1.5	-0.5	1	96	-9	-16	2	1.4
Cc1noc(C)c1COc1cccc(C(=O)NCCc2c[nH]c3ccccc23)c1	8	107	-0.6	-0.3	-10	93	-23	-4	-8	1.1
O=C(NCCc1ccc(S(=O)(=O)N2CCCC2)cc1)c1cccs1	-3	98	1.8	0.5	-1	103	5	-18	8	0.95
COc1ccc(CCNC(=O)COC(=O)/C=C/c2cc(OC)c(OC)c(OC)c2)cc1OC	5	95	-0.4	-0.3	0	94	10	-4	8	1.4
Cn1c(SCc2ccc(Cl)cc2Cl)nc(C(F)(F)F)cc1=O	-1	101	-2.5	-0.1	-5	101	12	-3	6	1
O=C(Nc1ccc2oc(-c3ccccc3F)nc2c1)c1cncc(Br)c1	-21	81	1.0	0.2	1	119	11	-6	26	1.6
O=C(CNC(=O)c1ccncc1)N/N=C/c1ccccc1[N+](=O)[O-]	-6	102	-0.4	0.0	0	105	17	-1	10	1.1
Cc1cc(C)nc(NNC2=CC(=[N+]3CCCCC3)CC(C)(C)C2)n1	8	108	-1.0	-0.2	-2	92	21	7	-8	1.4
COc1ccc(S(=O)(=O)N(C)CC(=O)NCCC2=CCCCC2)cc1C	-3	88	-1.8	-0.1	-1	103	0	1	16	0.88
O=[N+]([O-])c1cc(/C=N/Nc2nc(N3CCOCC3)nc(N3CCOCC3)n2)ccc1Cl	9	99	0.7	-0.3	-9	92	-24	0	0	0.97
Cc1ccc(-c2ccc(SCC(=O)N3CCCc4ccccc43)nn2)cc1	-17	109	0.5	0.0	-4	116	37	-6	-16	0.63
O=C1C2CC=CCC2C(=O)N1c1ccc(NCCc2ccc(O)cc2)c([N+](=O)[O-])c1 (configuration not stated)	6	91	0.5	-0.4	-1	95	29	-14	14	1.2
Cc1ccccc1NS(=O)(=O)c1ccc2[nH]cc(C(=O)N(C)Cc3ccco3)c(=O)c2c1	3	97	4.1	-0.4	-1	97	·	1	9	1.1
Cc1ccc2[nH]c(=O)c(CN(Cc3ccco3)S(=O)(=O)c3c(C)ccc4nsnc34)cc2c1	-3	95	0.0	-0.2	-2	103	-5	-10	11	0.83
Cc1ccc(C2=NNC(c3ccc(Cl)cc3)=Nc3ccccc32)o1	1	109	0.1	-0.4	3	99	·	1	-11	0.87
CC(=O)Nc1ccc(-c2cc(-c3ccc(NC(C)=O)cc3)nc(-c3ccc(NC(C)=O)cc3)n2)cc1	5	112	2.9	-0.2	-3	96	-11	-4	-9	1.2
COc1ccc(OC)c(-c2csc(NC(=O)C3COc4ccccc4O3)n2)c1 (configuration not stated)	2	88	-2.3	-0.1	0	97	4	-4	20	1.4
O=S(=O)(Cc1cc(-c2ccccc2Cl)no1)c1ccccc1	-39	103	0.8	0.3	-2	132*	68	-14	1	0.98
C#CCOCCOCCOCCNc1nc(N2CCN(C(=O)[C@H]([C@@H](C)CC)n3cc(CCCN=C(N)N)nn3)CC2)nc(N2CCN(C(=O)[C@H](C)n3cc(CCCN=C(N)N)nn3)CC2)n1	-9	99	0.2	0.0	-3	108	-7	-11	-1	0.99
O=c1[nH][nH]cc1C=Nc1ccc(Oc2ccccc2)cc1	-7	117	-1.7	-0.1	1	107	-6	-6	-21	0.96
CCCCCC(=O)N/N=C/c1ccc([N+](=O)[O-])o1	7	92	-14	-0.4	·	94	-2	-6	16	0.62
NCCOc1ccccc1Cc1ccccc1	-1	95	0.2	-0.3	-2	101	1	-4	6	1
CCN(CC)C(=O)COc1ccc2oc(C)c(C(=O)OC(C)C)c2c1	-3	101	-0.1	-0.5	-1	108	-3	-1	-1	0.88
COC(=O)c1ccc(Cl)cc1NC(=O)/C=C/c1ccc(C)o1	-1	100	0.7	-0.1	3	101	-2	0	2	1.2
COc1ccc(CN(Cc2nc3ccccc3c(=O)[nH]2)C(=O)NC2CCCCC2)cc1	9	103	2.5	-0.4	0	92	-5	-19	1	0.61
COc1cc(NC(=O)CN2CCC(C)CC2)c(C)cc1[N+](=O)[O-]	-8	100	0.2	-0.2	-1	108	25	-7	-4	2
O=c1oc2cc(Cl)ccc2n1CSc1nc2ccccc2s1	-21	123	-0.1	-0.3	-9	119	0	9	-20	8.6*
COc1ccc(-c2nn(-c3ccccc3)cc2/C=N/NC(=S)NC(C)C)cc1OC	-1	105	0.1	-0.2	1	101	19	2	-5	0.41
O=C(c1c(F)c(F)c(F)c(F)c1F)N1CCc2ccccc21	3	100	0.3	-0.2	·	97	10	-1	2	·
CCOc1ccccc1N1CCN(S(=O)(=O)c2cc(C)ccc2OC)CC1	4	100	0.9	-0.1	5	97	-5	-23	8	0.92
C=CC[n+]1c(C)csc1Nc1ccc(C)cc1	-5	89	-10	-0.2	-7	105	3	4	14	1.7
COc1cc(/C=N/NC(N)=O)ccc1OC(=O)c1cccs1	-1	109	-0.3	0.2	1	99	16	13	-5	1.2
CS(=O)(=O)N(CC(=O)NCc1cccnc1)C1CCCCC1	-6	98	0.1	-0.3	0	104	-1	-3	5	1
CCOC(=O)N1CCC(NC(=O)C2CCCN(S(C)(=O)=O)C2)CC1 (configuration not stated)	-4	100	-1.2	-0.1	0	104	-6	0	4	1.4
COc1cc(-c2nc(-c3cccc(C)c3)no2)cc(OC)c1OC	-12	101	-0.2	0.5	-4	111	18	-6	1	1.4
Cn1nnnc1SCC(=O)NCCCc1ccccc1	-4	106	1.8	-0.4	5	104	8	3	-4	1.2
Cn1nnnc1SCCNCc1ccc(Cl)cc1	-1	99	0.0	-0.2	-1	101	-6	-3	1	0.95
O=C(Cc1cccs1)Nc1nnc(-c2ccc(F)cc2)s1	-27	86	-0.1	0.2	-1	123	17	-38	22	1.4
COCCn1c(SCC(=O)c2ccccc2)nc2c(c1=O)SCC2	13	101	-0.6	-0.3	5	87	1	3	5	0.85
CCOC(=O)c1c(-c2ccc(F)cc2)cn2ccccc12	-3	97	2.5	0.2	-6	102	-12	-6	4	1.3
O=[N+]([O-])c1cccc(NC(=S)NCc2ccncc2)c1	14	101	0.0	-0.2	-5	85	-10	-4	6	0.99
NC(=O)C(Cc1ccccc1)NS(=O)(=O)c1ccc(N2CCCC2=O)cc1 (configuration not stated)	1	96	2.4	-0.1	2	99	-2	-10	6	0.73
Cc1nn(Cc2ccc(F)cc2)c(C)c1NC(=O)c1cc(-c2ccco2)on1	18	103	0.0	-0.1	0	84	7	-4	-2	1.2
COc1cc(/C=N/NC(=O)COc2cc(C)cc(C)c2)ccc1OS(=O)(=O)c1ccc(C)cc1	-5	102	-0.1	-0.2	-6	104	3	-4	-2	0.59
CCOc1cc2c(cc1/C=C1/NC(=O)N(CC(=O)OC)C1=O)OCO2	4	104	-0.2	-0.2	-1	98	-22	0	1	1.1
C[N+](C)(C)CCCCCC(=O)/C=N/O	-7	105	-0.1	-0.3	-4	106	8	-1	-5	1.6
CC(=O)NC1C(OCc2ccccc2)OC(CO)C(OC(C)=O)C1OC(C)=O (configuration not stated)	1	106	1.1	-0.5	1	99	-3	-3	-1	0.9
CCN(c1ccc(NC(=O)COC(=O)c2ccc(C)s2)cc1)C(C)C	-2	105	-0.3	-0.1	3	102	18	2	-7	1.1
O=c1[nH]c2c(s1)C(c1ccccc1)C1C3CCC(C3)C1S2 (configuration not stated)	-6	111	0.3	-0.6	-6	106	-8	-10	-15	1.4
COc1ccc(C2CC(c3ccccc3Cl)Nc3ncnn32)cc1OC (configuration not stated)	-6	105	1.0	-0.2	-2	105	9	2	4	1.2
COCCCNC(=O)CCC(=O)NNc1nc2ccccc2c2nc(-c3ccccc3)nn12	9	108	0.1	0.1	-2	92	23	-7	-10	0.56
O=C(/C=C/c1ccccc1)C1=C(O)C(=O)N(CCO)C1c1ccccc1[N+](=O)[O-] (configuration not stated)	-1	144*	0.4	-0.4	5	99	-21	3	-47	1.2
CC(C)Oc1cccc(C(=O)NC(=S)Nc2cccnc2)c1	-12	101	-1.1	-0.1	-7	111	50	12	-3	1.8
CCn1c(-c2sc(-c3ccccc3)nc2C)n[nH]c1=S	-4	96	0.2	0.3	-2	101	-6	4	9	1.2
COc1ccc(OCCOC(=O)c2cccc(-n3cnnn3)c2)cc1	-6	98	1.6	-0.2	2	105	18	6	6	1.3
Cc1ccc(N/C(C(Cl)=C(Cl)Cl)=C(/Cl)[N+](=O)[O-])c(C)c1	-6	104	0.0	-0.2	-2	105	7	3	-4	1.1

# More results:
molecule	STAT1 blocker	STAT3 act	DTT redox prof	Hsp70 activator	HMGR II inh	STAT1 activator	APP 5'UTR act	TLR4 MyD88 comp	STAT3 inh	NF-kB neuron act
Cc1ccc(C(c2nnnn2CS(=O)(=O)c2ccc(C)cc2)N2CCCC2)cc1 (configuration not stated)	4	109	-0.8	-0.1	-2	96	-3	-3	2	1.1
COc1ccc(C(=O)n2nc(-c3ccccc3)nc2N)cc1OC	2	109	0.9	-0.1	-4	94	9	-4	-9	1.1
Cc1ccc(SCC(=O)Nc2ncc(C)s2)cc1	3	101	3.2	-0.1	1	97	1	6	4	1.2
COc1cc2c(cc1NC(C)=O)CCCC2	3	105	0.2	-0.4	3	98	14	11	-5	0.9
CN(C)c1ccc(/C=C/C(=O)c2ccccc2)cc1[N+](=O)[O-]	-21	115	0.0	-0.2	1	119	·	12	-18	3.1
CC12CCC(C(=O)N3CCCc4ccccc43)(CC1=O)C2(C)C (configuration not stated)	0	111	-0.2	0.1	0	100	12	-3	-12	1.5
CC1CC(C)CN(CCOc2ccc(Cl)cc2Cl)C1 (configuration not stated)	4	97	0.1	-0.1	-7	96	10	0	1	1.1
Cc1ccccc1C(=O)NC(=S)N(C)CCc1ccccn1	3	102	-1.9	0.0	-1	96	5	-7	5	1
O=C1/C(=C/c2ccco2)CCC1C1CCCC1 (configuration not stated)	-15	95	-0.1	-0.4	-3	112	82	1	8	2.8
COCCCNc1ncnc2c1[nH]c1ccccc12	3	102	-7.6	-0.4	-5	97	17	-6	2	1.1
O=C(Nc1cnccn1)c1cccnc1	0	104	0.7	-0.2	-1	101	-12	-1	-2	1.1
O=C(O)c1ccc(-n2nnnc2Oc2ccccc2C(=O)N2CCOCC2)cc1	-2	96	-0.9	-0.2	-1	99	5	-1	9	0.95
Cc1ccc(C2c3c(-c4ccccc4O)n[nH]c3C(=O)N2Cc2ccncc2)cc1 (configuration not stated)	5	104	-2.4	-0.1	0	96	8	21	3	0.7
